Screens as filed in PubChem BioAssay.
hIAP block: human IAP inhibitors, primary screen, biochemical, luminescence, uHTS. Intestinal-type alkaline phosphatase (Homo sapiens), P09923. purified IAP, CDP-Star luminescence, 30 min. inhibition, % at 10 µM. 0.12% of 330,000 active. AID 2544, 2010;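 active = inhibition reaching a set limit with compound at 10 µM in the primary screen, cut at about 35% in these data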;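 note: plate controls were DMSO wells with enzyme for no effect and no-enzyme buffer wells for full effect; values of inactives mirror those of a sister screen read the other way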
Target sequence (P09923 whole entry, looked up): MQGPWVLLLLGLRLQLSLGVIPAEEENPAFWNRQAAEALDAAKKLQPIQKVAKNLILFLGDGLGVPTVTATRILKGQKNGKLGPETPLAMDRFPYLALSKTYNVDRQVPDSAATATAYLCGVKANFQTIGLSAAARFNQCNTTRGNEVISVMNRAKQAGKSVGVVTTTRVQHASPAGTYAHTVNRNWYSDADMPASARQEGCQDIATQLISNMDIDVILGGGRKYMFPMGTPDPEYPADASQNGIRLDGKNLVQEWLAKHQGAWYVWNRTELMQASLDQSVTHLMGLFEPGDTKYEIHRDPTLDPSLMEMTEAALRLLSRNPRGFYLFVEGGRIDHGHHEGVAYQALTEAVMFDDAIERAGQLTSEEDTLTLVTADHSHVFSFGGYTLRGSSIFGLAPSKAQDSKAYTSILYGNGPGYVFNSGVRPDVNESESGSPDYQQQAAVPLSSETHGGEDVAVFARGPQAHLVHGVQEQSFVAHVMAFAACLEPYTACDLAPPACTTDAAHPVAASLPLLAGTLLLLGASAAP
hIAP activ: human IAP activators, primary screen, biochemical, luminescence, uHTS; Intestinal-type alkaline phosphatase (Homo sapiens), P09923; activation factor at 10 µM; 0.16% of 330,000 active; purified human IAP, CDP-Star luminescence, 30 min; stronger effect = higher value; 1 = vehicle-only enzyme, 0 = enzyme-free background; AID 2524, 2010;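 active = activation factor of the enzyme at least 2-fold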; note: the source names both 10 and 20 µM as test concentration; values of inactives mirror those of a sister screen read the other way
MPTP block: mitochondrial permeability transition pore inhibitors, primary screen, biochemical, isolated mouse mitochondria, absorbance | AID 602449, 2012 | Ca2+ swelling absorbance, 30 min | 1.4% of 360,000 active | inhibition, % at 10 µM;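 active = inhibition of 50% or more, scaled per plate between neutral and stimulator controls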;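 note: 0% = DMSO wells given calcium and 100% = 1 mM EGTA wells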
APOBEC3G inh: APOBEC3G DNA deaminase inhibitors, primary screen, biochemical, fluorescence, single-stranded DNA substrate, uHTS. recombinant A3G, ssDNA deamination FAM/TAMRA fluorescence. inhibition, % at 20 µM. DNA dC->dU-editing enzyme APOBEC-3G (Homo sapiens), Q9HC16. 0.28% of 330,000 active;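 active = inhibition of at least 40% at 20 µM, with no more than 30% in the related APOBEC3A deaminase screen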;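 note: plate controls were DMSO wells with A3G for no effect and wells lacking A3G enzyme for full effect; some compounds called inactive have numbers as strong as hits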
NR3A LBD binder: binders of NR3A ligand-binding domain, primary screen, biophysical, differential scanning fluorimetry, uHTS; Glutamate receptor ionotropic, NMDA 3A (GRIN3A) ligand-binding domain; NR3A LBD differential scanning fluorimetry, Tm shift; 0% = protein alone, 100% = glycine-bound protein; Tm shift relative to glycine control, % at 25 µM; 2.5% of 340,000 active;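 active = melting temperature shift of at least 10% of the positive control shift, at one fixed dose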
A3A deaminase: APOBEC3A ssDNA deaminase inhibitors, primary screen, selectivity assay for APOBEC3G inhibitor project, biochemical, FAM/TAMRA oligo cleavage fluorescence; 0.41% of 330,000 active; AID 493011, 2011; recombinant A3A, FAM/TAMRA ssDNA deamination fluorescence; inhibition, % at 20 µM; DNA dC->dU-editing enzyme APOBEC-3A (Homo sapiens), P31941;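 active = at least 40% inhibition at 20 µM here, with at most 30% in a related deaminase screen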;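 note: plate controls were A3A with DMSO for no effect and wells lacking A3A enzyme for full effect; some results filed as inactive read as strong as hits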
Target sequence (P31941 whole entry, looked up): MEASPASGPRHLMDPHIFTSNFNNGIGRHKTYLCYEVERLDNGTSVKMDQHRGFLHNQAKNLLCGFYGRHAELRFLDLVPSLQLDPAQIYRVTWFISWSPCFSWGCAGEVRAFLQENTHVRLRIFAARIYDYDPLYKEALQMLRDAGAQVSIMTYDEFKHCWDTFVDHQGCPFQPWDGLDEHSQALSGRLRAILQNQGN
MIN6 prolif: inducers of MIN6 beta-cell proliferation, primary screen, ATP luminescence, uHTS | proliferation, % at 10 µM | AID 2380, 2010 | MIN6 cells proliferation, ATPlite luminescence, 48 h; cells starved in 0.2% serum; 100% = growth in 10% serum | 0.29% of 330,000 active;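 active = compounds whose signal lies at least 3.5 SD above the mean of all wells on their plate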;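 note: 0% = DMSO-treated cells in low-serum medium and 100% = 10% serum control; some compounds called inactive have numbers as strong as hits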
mIAP activ: activators of mouse IAP, primary screen, biochemical, luminescence, uHTS; intestinal alkaline phosphatase [Mus musculus]; muIAP, CDP-Star luminescence, 30 min; stronger effect = higher value; 1 = vehicle-only enzyme signal, 0 = enzyme-free wells; 0.24% of 330,000 active; activation factor at 10 µM;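 active = activation factor of at least 2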; note: the source names both 10 and 20 µM as test concentration; values of inactives mirror those of a sister screen read the other way
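System: mouse IAP enzyme. Reagent: CDP-Star chemiluminescent phosphatase substrate. Benchmarks: DMSO wells, no-enzyme wells. Times: 30 min enzyme-substrate-compound incubation at room temperature. Detection: luminescence from enzymatic CDP-Star hydrolysis. Doses: test compounds delivered from DMSO solution.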
mIAP block: inhibitors of mouse IAP, primary screen, biochemical, luminescence, uHTS; intestinal alkaline phosphatase [Mus musculus]; purified mouse IAP, CDP-Star luminescence, 30 min; inhibition, % at 10 µM; 0.2% of 330,000 active; AID 2806, 2010;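 active = inhibition of at least 40% at 10 µM in the primary screen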;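 note: plate controls were DMSO with enzyme for no effect and no enzyme wells for full effect; values of inactives mirror those of a sister screen read the other way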
The depositor's hits bear a star; / = not tested or not shown.

| Structure | mIAP activ | hIAP block | hIAP activ | APOBEC3G inh | MIN6 prolif | MPTP block | NR3A LBD binder | mIAP block | A3A deaminase |
| --- | --- | --- | --- | --- | --- | --- | --- | --- | --- |
| CCN(Cc1ccncc1)C(=O)C1CCN(S(=O)(=O)c2cccs2)CC1 | 1.03 | 13.0 | 0.87 | -4.6 | -3.6 | -0.8 | 0.9 | -2.9 | 0.2 |
| CCc1nc(N2CCN(C(C)=O)CC2)c(C#N)c2c1COC(C)(C)C2 | 1.08 | -11.4 | 1.11 | 0.1 | -3.4 | 1.0 | -1.6 | -7.9 | 2.4 |
| Cc1ccc(C(=O)O/N=C(\N)Cc2cccs2)c(Cl)c1 | 0.895 | -15.9 | 1.16 | -6.3 | -6.3 | -1.0 | 3.3 | 10.5 | 8.5 |
| C[C@@H]1CC[C@]2(O[C@@H](CCO)C[C@@H](O)[C@@H]2O)O1 | 1.07 | -0.4 | 1 | 12.0 | -1.5 | 0.3 | 2.3 | -7.1 | 2.7 |
| COC(=O)c1cc(C#N)c(OC(C)C)nc1C | 0.982 | 2.1 | 0.979 | -7.2 | 3.1 | 0.4 | 1.8 | 1.8 | -0.8 |
| C[C@H](NC(=O)c1nc[nH]c1C(=O)N1CCN(c2ccccc2)CC1)C(=O)OCc1ccccc1 | 1.05 | -44.4 | 1.44 | -14.0 | -6.3 | 0.4 | -2.3 | -5.2 | -6.6 |
| Cc1cc(OC(=O)c2cc(C(F)(F)F)cc(C(F)(F)F)c2)c([N+](=O)[O-])c(=O)[nH]1 | 0.984 | 14.3 | 0.857 | -2.8 | 6.3 | -1.9 | 1.3 | 1.6 | -3.9 |
| COc1cc(/C=C/C(=O)OCC(=O)NC(=O)NCc2ccccc2)ccc1OCC#N | 1.02 | -9.8 | 1.1 | -8.2 | 0.7 | 0.1 | -1.3 | -2.3 | 6.5 |
| COc1ccccc1Nc1nc2c(C)cccc2cc1C#N | 1.01 | 13.3 | 0.867 | -7.5 | 1.0 | 0.4 | 0.9 | -0.9 | -2.2 |
| COCC(C)Nc1nc(C)c(C(C)=O)s1 (centres undefined) | 1.1 | 15.2 | 0.848 | -6.4 | -1.8 | -0.6 | -1.2 | -10.4 | -5.4 |

Full records, quoted from the list:
`CCc1nc(N2CCN(C(C)=O)CC2)c(C#N)c2c1COC(C)(C)C2` in the list: mIAP activ: 1.08; hIAP block: -11.4; hIAP activ: 1.11; APOBEC3G inh: 0.1; MIN6 prolif: -3.4; MPTP block: 1.0; NR3A LBD binder: -1.6; mIAP block: -7.9; A3A deaminase: 2.4
`CCN(Cc1ccncc1)C(=O)C1CCN(S(=O)(=O)c2cccs2)CC1` in the list: mIAP activ: 1.03; hIAP block: 13.0; hIAP activ: 0.87; APOBEC3G inh: -4.6; MIN6 prolif: -3.6; MPTP block: -0.8; NR3A LBD binder: 0.9; mIAP block: -2.9; A3A deaminase: 0.2

Additional structures.
| Structure | mIAP activ | hIAP block | hIAP activ | APOBEC3G inh | MIN6 prolif | MPTP block | NR3A LBD binder | mIAP block | A3A deaminase |
| --- | --- | --- | --- | --- | --- | --- | --- | --- | --- |
| CCCCOC(=O)C1CCCC(C)N1 (centres undefined) | 1.05 | -72.0 | 1.72 | -3.4 | -1.5 | -2.8 | 2.2 | -4.9 | -0.1 |
| COc1ccc(N2CC(C)Cn3c2nc2c3c(=O)n(Cc3ccc(C)cc3)c(=O)n2C)c(OC)c1 (centres undefined) | 0.869 | 2.0 | 0.98 | -2.3 | -1.5 | 0.1 | 2.0 | 13.1 | 1.9 |
| Cc1cccc(C)c1NC(=O)CSCC(=O)O | 0.881 | -6.6 | 1.07 | -4.0 | -2.7 | -0.1 | -0.4 | 11.9 | 1.7 |
| O=C(Nc1cc(C(F)(F)F)ccc1N1CCOCC1)c1cccnc1 | 0.965 | -10.0 | 1.1 | -11.3 | 1.6 | -1.2 | -2.8 | 3.5 | -5.9 |
| COc1ccccc1C(=O)COC(=O)CCN=C1NS(=O)(=O)c2ccccc21 | 0.981 | -0.7 | 1.01 | -1.8 | 3.7 | -1.7 | 1.1 | 1.9 | 15.1 |
| O=C(NNC(=O)c1ccc(F)cc1F)c1ccc2c(c1)OCO2 | 0.975 | 4.4 | 0.956 | -1.1 | 0.9 | -1.6 | -0.5 | 2.5 | 6.8 |
| COc1ccccc1N(Cc1ccccc1)S(=O)(=O)c1cc(C(=O)O)ccc1Cl | 0.968 | 4.2 | 0.958 | -7.5 | -1.3 | 0.4 | 3.1 | 3.2 | -1.9 |
| COc1cccc(CN2CCN(Cc3cc(OC)c(OC)c(OC)c3)CC2)c1OC | 1.06 | -29.5 | 1.29 | -4.2 | -1.1 | 1.6 | 0.4 | -6.0 | -2.7 |
| CC(C)(C)OC(=O)Cn1c(=O)cnc2ccccc21 | 0.961 | -20.6 | 1.21 | -4.6 | -2.2 | -0.2 | 0.2 | 3.9 | -3.5 |
| CCCn1c(N)c(C(=O)NS(=O)(=O)c2ccc(C)cc2)c(=O)n(C)c1=O | 1.06 | -9.1 | 1.09 | -5.9 | -1.0 | -1.1 | 0.5 | -6.1 | 3.9 |
| CC12CCC(C(=O)N(c3cccc(Cl)c3)C1=O)C2(C)C (centres undefined) | 1 | -3.3 | 1.03 | -7.2 | -0.2 | -2.1 | 18.6* | -0.2 | -2.4 |
| O=C(OCc1ccc(F)cc1)c1ccc2c(c1)-c1ccccc1C2=O | 0.849 | 5.5 | 0.945 | -6.1 | 0.0 | -3.6 | 0.1 | 15.1 | -2.9 |
| COc1cccc(NC(=O)CN2C(=O)NC(C)(C3CC3)C2=O)c1 (centres undefined) | 1.02 | 2.3 | 0.977 | -8.6 | -1.5 | 0.0 | -0.8 | -1.9 | -5.5 |
| CN(C)S(=O)(=O)c1ccc(C(=O)NCC(c2cccs2)N2CCOCC2)cc1 (centres undefined) | 0.99 | -29.8 | 1.3 | -3.1 | -2.1 | 0.2 | -0.4 | 1.0 | 0.5 |
| O=C(Nc1ccccc1N1CCCC1)c1ccc2ccccc2c1 | 0.945 | -4.9 | 1.05 | -0.5 | -2.9 | -0.1 | 4.5 | 5.5 | -1.8 |
| O=C(NCC(c1ccco1)N1CCN(c2ccc(F)cc2)CC1)C(=O)NC1CCCCC1 (centres undefined) | 0.952 | 2.1 | 0.979 | 1.2 | 1.7 | -0.5 | 4.4 | 4.8 | 1.1 |
| Cc1ccc(NC(=O)N(Cc2cc3cc(C)cc(C)c3[nH]c2=O)CC2COCCO2)cc1 (centres undefined) | 0.993 | -8.6 | 1.09 | -1.4 | -3.0 | -8.9 | 0.1 | 0.7 | -1.5 |
| O=c1[nH]c2ccccc2nc1Cc1ccc([N+](=O)[O-])cc1 | 0.934 | 7.5 | 0.925 | -6.6 | -1.0 | 0.5 | -0.8 | 6.6 | -2.1 |
| Cc1onc(-c2ccccc2Cl)c1C(=O)NCc1nnnn1-c1ccc(F)cc1 | 0.97 | 9.1 | 0.909 | -2.2 | -4.2 | -0.6 | -2.0 | 3.0 | 1.4 |
| CCN(CC(=O)Nc1c(F)cccc1F)C(=O)C1(c2ccccc2)CC1 | 0.969 | -5.7 | 1.06 | -6.8 | 0.9 | -0.7 | 0.2 | 3.1 | -3.0 |
| Cc1ccsc1/C=N/n1cnnc1 | 1.02 | -3.1 | 1.03 | -5.2 | -1.8 | 1.5 | 0.0 | -2.1 | -0.3 |
| CCN(c1ccccc1)S(=O)(=O)c1ccc(Cl)c(NC(=O)CSc2nncn2C)c1 | 1.01 | 4.4 | 0.956 | -5.8 | -0.9 | 1.4 | 0.5 | -0.6 | -2.7 |
| CC[N+]1(CC(O)COC2CC(C)CC(C)(C)C2)CCOCC1 (centres undefined) | 0.992 | -2.0 | 1.02 | 23.7 | -3.0 | 0.6 | 0.5 | 0.8 | 43.2* |
| CCOc1ccc(NC(=O)Nc2cc(-c3ccccc3)sc2C(=O)OC)cc1 | 0.911 | 19.0 | 0.81 | 0.2 | -3.1 | 4.1 | 21.4* | 8.9 | 1.7 |
| CCc1ccc(N2C(=O)c3sc4nnc(C)c(=O)n4c3C2=O)cc1 | 0.948 | 17.1 | 0.829 | -10.6 | 0.7 | 3.2 | -2.3 | 5.2 | -0.2 |
| CC1CCC(NC(=O)C2CCC(CNc3c(N4CCCCC4)c(=O)c3=O)CC2)CC1 (centres undefined) | 0.974 | -3.8 | 1.04 | -1.1 | -1.4 | 1.4 | -1.7 | 2.6 | 1.9 |
| CCOc1cc(/C=N/n2cnnc2)ccc1OCC(=O)Nc1ccccc1OC | 0.912 | -1.7 | 1.02 | -8.8 | 8.0* | 2.3 | 2.3 | 8.8 | 0.0 |
| CCn1c(COc2ccc3c(c2)CCCC3)nnc1SCC(=O)Nc1ccc(C(=O)OC)cc1 | 1.06 | 0.7 | 0.993 | -4.3 | -3.1 | -1.1 | -1.7 | -6.4 | 3.2 |
| Nc1ccccc1Nc1ccncc1[N+](=O)[O-] | 0.983 | 17.5 | 0.825 | 0.6 | 3.1 | 1.8 | -3.9 | 1.7 | 0.3 |
| O=C(Nc1cc(=O)[nH]c2nc(-c3ccccc3)nn12)c1ccc(Cl)cc1 | 0.99 | 0.0 | 1 | -2.1 | 1.4 | / | -0.9 | 1.0 | 4.4 |
| CC(=O)Oc1ccc(C)cc1-n1nc2ccccc2n1 | 0.98 | 17.3 | 0.827 | 2.3 | 0.0 | -0.3 | 0.2 | 2.0 | 3.9 |
| CCc1ccc(NC(=O)CSc2nc3ccccc3c(=O)n2CCN2CCOCC2)cc1 | 1.09 | 12.6 | 0.874 | -7.8 | 0.6 | 2.2 | -1.1 | -8.7 | -2.7 |
| Cc1cccc(NS(=O)(=O)c2cc(OCC(N)=O)c(C)cc2Cl)c1 | 1.03 | -6.6 | 1.07 | -4.9 | 1.5 | -0.7 | -0.2 | -3.5 | -3.5 |
| CCC(c1nnnn1Cc1ccc(OC)cc1)N1CCN(C(=O)c2ccco2)CC1 (centres undefined) | 1.01 | -16.1 | 1.16 | -2.6 | -0.3 | 0.3 | -0.2 | -1.3 | 1.1 |
| CCCCN1CC(=O)N2[C@H]3c4cc(C)ccc4OC[C@@H]3[C@H](c3ccccc3)[C@]2(C)C1=O | 1.07 | 25.1 | 0.749 | -5.3 | 1.8 | -0.2 | 4.2 | -7.4 | -3.4 |
| COc1ccc(CCC(=O)N2CCCSC2=Nc2ccc(C(C)=O)cc2)cc1 | 0.977 | 11.8 | 0.882 | -7.8 | 1.1 | 2.2 | -7.1 | 2.3 | -3.8 |
| CC1CCCN(CCCCOc2cccc(Br)c2)C1 (centres undefined) | 1.04 | -4.9 | 1.05 | -1.7 | -2.1 | 1.2 | -0.1 | -3.9 | -3.1 |
